BRCA1 expr up: activators of BRCA1 expression | MCF7-BRCA1-FFLuc reporter, luminescence, 48 h; response scale: scaled: vehicle 0%, 10 µM genistein 100% | Potency, µM (titrated, usually from 46.1 µM), for inactives: at the highest dose activation, actives largely listed as activators | hit rate 1.1% among 380,000 | AID 624202; note: potency is the fitted concentration of half-maximal effect; nearly all actives have a fitted effect of over 80% in size; some results filed as inactive show a strong effect at the top dose
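Using MCF7 cells harboring a BRCA1 firefly luciferase reporter, plated 2 h before compound pinning, the screen measured luminescence after 48 h incubation. Responses were normalized to DMSO and 10 microM genistein, then fitted for concentration-effect.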
MLL CXXC-DNA inh: MLL CXXC-DNA interaction inhibition | MLL-CXXC / FITC-HOXA9 DNA fluorescence polarization | Potency, µM (titrated, usually from 115 µM), inactives show top-dose activity change, negative = inhibition, actives largely listed as inhibitors | Q03164 | hit rate 0.037% among 290,000; active = well fitted inhibition curve with a large enough effect in the polarisation, with a control signal flat, not every such curve was filed as active; inconclusive = small, poorly fitted or top-dose-only effect, or effect the other way, or a change in a side signal; inactive = no such curve, though single readings can be large or run the other way; the % refers to the polarisation; note: potency is the fitted concentration of half-maximal effect
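Steps: dispense CXXC domain solution (7 uM) → pin compounds or unlabeled HOX-A9 DNA control → 5 min ambient → add FLSN-HOX-A9 solution (50 nM) → spin → 30 min ambient → fluorescence polarization. Tris pH 7.5/NaCl/DTT/BSA buffer.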
PTAP TSG101 blk: blocks PTAP/TSG101 interaction to inhibit HIV-1 budding; AID 493005; Q99816; 340,000 tested, under 10 active; Fluorescence polarization, FITC-PTAP peptide / Tsg101 binding; Potency, µM (doses to about 115 µM), inactives show at the top dose activity change, negative = inhibition, actives largely listed as inhibitors; active = well fitted inhibition curve with a large enough effect in the main read-out, with a control signal flat, not every such curve was filed as active; inconclusive = small, poorly fitted or top-dose-only effect, or effect the other way, or a change in a side signal; inactive = no such curve, though single readings can be large or run the other way; note: potency is the fitted concentration of half-maximal effect; % of control where 0% means no effect
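Fluorescence anisotropy tracks displacement of a FITC-tagged PTAP peptide (50 nM) from the Tsg101 binding domain (10 uM), following a 20 min room-temperature incubation at pH 7.5.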
p53 reactivation: mutant p53 re-activation in reporter cells; H1299 p53-A138V BP100-luciferase reporter, luminescence, 24 h; Potency, µM (highest dose often 92.2 µM), without a hit: top-dose activity change, positive = activation, most hits filed as activators; hit rate 0.063% among 320,000; note: potency is the fitted concentration of half-maximal effect; % of control where 0% means no effect; nearly all actives have a fitted effect of over 45% in size
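p53-null H1299 cells stably carrying temperature-sensitive p53-A138V and a BP100-luciferase reporter were pinned with compounds (4-point, 1:5 series) and held 24 hrs at 37 deg C. Luminescence was read 10 min after detection reagent.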
B2AR arrestin: beta2AR (human) beta-arrestin recruitment activity. P07550. beta-arrestin recruitment to beta2AR, cell-based reporter. Potency, µM (doses to about 46.1 µM), for the others: at the highest dose activation, hits mostly activators. hit rate 0.02% among 330,000. AID 492947;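 note: potency is the fitted concentration of half-maximal effect; 0% = DMSO controls and full agonism = EC100 isoproterenol or metaproterenol; nearly all actives have a fitted effect of over 65% in size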
ELG1 DNA repair: blocks ELG1-dependent DNA repair in HEK293T cells | Potency, µM (series often up to 46.1 µM), for the others: at the highest dose activity change, negative = inhibition, hits mostly inhibitors | HEK293T ELG1-luciferase reporter, luminescence, 16 h; DNA damage induced by 5-fluorouridine | hit rate 2.3% among 330,000 | AID 504467; note: potency is the fitted concentration of half-maximal effect; % is set by controls: 0 for no effect and ±100 for the full control effect; nearly all actives have a fitted effect of over 55% in size
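Luminescence from the luciferase reporter, measured 30 min after ONE-Glo reagent at room temperature, was the read-out. Beforehand, 2,000 cells per well were exposed for 16 hr at 37 °C to 5-fluorouridine together with compound or vehicle.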
AT treatment: candidate therapy for ataxia-telangiectasia; hit rate 0.19% among 320,000; Potency, µM (series often up to 57.5 µM), for the others: top-dose activation, most hits filed as activators; […] A-T fibroblasts, KAP-1 phosphorylation AlphaLISA; neocarzinostatin DNA damage 30 min before lysis; AID 485349; note: potency is the fitted concentration of half-maximal effect; % of control where 0% means no effect; nearly all actives have a fitted effect of over 45% in size
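hTERT-immortalized A-T patient fibroblasts ([…]), 500 cells/well in OPTI-MEM, 1% FBS, got compounds for 60 min, then NCS for 30 min at 37C. Lysates were then assayed for phospho-KAP-1 by AlphaLISA (anti-pKAP1 donor, anti-KAP1 acceptor beads), 6 hr at 25C.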
TRPV1 ag: agonists of human vanilloid receptor 1 (TRPV1). Q8NER1. TRPV1-expressing cells, Fluo-8 calcium influx, agonist mode. activation, % at 8.33 µM. hit rate 0.19% among 320,000; in the data active = activation above about 80%; inconclusive = between about 30% and that limit; note: 0% is about no effect
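Fluo-8 calcium influx in TRPV1-expressing cells, kinetic read (ex 480/em 520 nm). Compound added and read 3 min for agonist activity, followed by capsaicin at EC20 final and 2 min further read for enhancement.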
TCR activator: T cell receptor activation | primary human leukocytes, anti-CD3, IL-2 HTRF, 48 h | AID 504894 | Potency, µM (highest dose often 9.22 µM), without a hit: at the highest dose activation of IL-2 secretion, actives largely listed as activators | 330,000 tested, under 10 active; note: % of control where 0% means no effect
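IL-2 produced over 48 hr by a-CD3 bead-stimulated primary human leukocytes exposed to compounds was detected with a homogeneous time-resolved FRET immunoassay, 665nm acceptor signal after 320nm excitation.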
Integrin act MD: activators of alpha7 integrin expression for muscular dystrophy; hit rate 0.064% among 350,000; Potency, µM (doses to about 38.3 µM), without a hit: at the highest dose activation, hits mostly activators; alpha7betagal myoblasts, beta-gal FDG fluorescence, 48 h; AID 624291;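 note: potency is the fitted concentration of half-maximal effect; 100% = response of the positive control SU9516; nearly all actives have a fitted effect of over 60% in size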
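Alpha7betagal+/- myoblasts (passage 13) were plated 16-24 hr, then exposed to compounds (1:260 dilution of DMSO stock) for 48 hours at 37C. After MPER lysis, β-galactosidase reporter activity was read as FDG fluorescence (ex 480/em 540) after 30 minutes.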
An asterisk follows results filed as active; ? = inconclusive; nt = no result given; & = joins results of further samples; [ ] = another dose, or the depositor's remark. Unless noted, calls come from the whole dose curve; as a rule, active = well fitted curve in the direction sought with a large enough effect; inconclusive = small, poorly fitted or top-dose-only effect, or another doubt; inactive = no such curve, though single readings can be large; an effect the other way counts as inactive or inconclusive.

Under each structure – p53 reactivation	PTAP TSG101 blk	Integrin act MD	ELG1 DNA repair	AT treatment	TCR activator	TRPV1 ag	MLL CXXC-DNA inh	BRCA1 expr up	B2AR arrestin
- CC(C)CN(C(=O)COC(=O)CCCc1nc2ccccc2s1)c1c(N)n(Cc2ccccc2)c(=O)[nH]c1=O
    8%	1%	-9%	7%	3%	1%	-1	nt	9%	0.2%
- CC1CN(S(=O)(=O)c2cccc(C(=O)OCCOc3ccccc3)c2)CC(C)O1 (centres undefined)
    -2%	2%	3%	?	5%	-25%	23	nt	-9%	-1.6%
- CCOC(=O)CN1CCc2c(C)nc3c(-c4ccc(OC)c(OC)c4)cnn3c21
    0%	0%	-10%	-27%	0%	7%	2	13%	-49%	-0.2%
- O=C(NCCCc1ccccc1)c1cccc(NC(=O)C2CC2)c1
    nt	-3%	-2%	nt	nt	6%	nt	nt	14%	nt
- COC(=O)C1(Cc2cc(-c3ccc([N+](=O)[O-])cc3)no2)CCN(C(=O)OC(C)(C)C)CC1
    21%	-7%	-13%	?	11%	7%	15	nt	-10%	-0.7%
- COc1ccc(S(=O)(=O)NCC(=O)Nc2cccc(C)c2C)cc1OC
    -3%	-3%	-25%	-16%	1%	-1%	-5	0%	2%	0.0%
- CN(C)S(=O)(=O)c1ccc(NC(=O)CSc2nnc(-c3ccco3)o2)cc1
    -5%	-3%	12%	19%	-11%	-9%	nt	nt	7%	-1.4%
- COc1ccc(CNC(=O)CN(Cc2ccc(Cl)cc2)S(=O)(=O)c2ccccc2)cc1
    4%	-2%	-1%	?	5%	0%	?	1%	-47%	0.0%
- COc1cccc(CNC[C@H]2O[C@@H](n3cnc(C(N)=O)n3)[C@H](O)[C@@H]2O)c1OCc1ccc(F)cc1Cl
    nt	1%	22%	nt	nt	1%	nt	nt	14%	nt
- Cc1cc(C(F)(F)F)nn1Cc1n[nH]c(=S)n1-c1cccc(Cl)c1
    17%	nt	7%	14%	1%	nt	9	-2%	-13%	-0.2%
- Cc1c(C(=O)NCCSCc2c(Cl)cccc2Cl)cccc1[N+](=O)[O-]
    1%	-4%	-16%	?	-2%	4%	0	15%	-2%	0.5%
- Cc1nn(-c2ccccc2)c2c1C(c1ccc(O)c(O)c1)N1C(=N2)C(Nc2ccccc2)=Nc2ccccc21 (centres undefined)
    -8%	-2%	-1%	-1%	14%	-1%	4	3%	-17%	-0.8%
- O=C(NCCCN1CCCC1=O)c1ccc2c(c1)ncn2C1CCCCC1
    4%	-4%	7%	10%	-28%	-8%	0	13%	4%	-2.0%
- O=C(COC(=O)Cc1ccccc1F)NCCNC(=O)COC(=O)Cc1ccccc1F
    0%	-4%	-4%	10%	-2%	-4%	-1	nt	-20%	0.7%
- Cc1cc(Cl)nc(Cl)c1C(=O)NCc1ccc(Cl)cc1
    -1%	-6%	4%	-1%	0%	-7%	-4	14%	-2%	-0.4%
- Cc1ccc(NC(=O)C2CCCN(S(=O)(=O)c3c(C)noc3C)C2)cc1F (centres undefined)
    -13%	0%	22%	?	-4%	0%	27	0%	-19%	0.1%
- O=C(OCc1cc(Cl)cc2c1OCOC2)c1cccnc1Cl
    6%	-2%	3%	?	-7%	-2%[46.1 µM]	nt	nt	-17%	-0.2%
- COc1cc(OC)c(OC)cc1/C=N/N(C)c1ccccc1
    -3%	-1%	26%	?	nt	7%	23	1%	0%	0.1%
- CCCN1C(=O)/C(=C/c2c(NCCCOCC)nc3c(C)cccn3c2=O)SC1=S
    ?	9%	-13%	-3%	-4%	2%	1	?	-10%	-0.8%
- COCCN(C(=S)Nc1c(C)cc(C)cc1C)C(C)c1cccs1 (centres undefined)
    7%	1%	-24%	-11%	7%	14%	6	-4%	-25%	0.2%
- CC1(C)Cc2nc3sc4c(N5CCCC5)nnnc4c3cc2CO1
    1%	nt	nt	15%	2%	nt	-2	-1%	nt	-0.3%
- Cc1cc(C(=O)N/N=C/c2cccc3ccccc23)c(C)o1
    10%	0%	27%	30%	-7%	4%	2	5%	73%	-0.5%
- Cc1ccc(Cn2c(=O)sc3ccccc3c2=O)cc1
    2%	-7%	-68%[inhibitor]	18%	2%	-2%	?	8%	11%	-0.1%
- C[C@@H](NCCc1ccc(O)cc1)[C@@H](O)c1ccc(O)cc1
    nt	5%	nt	nt	nt	3%	nt	-6%	9%	nt
- Cc1nc2ccc3nc(NC(=O)C4COc5ccccc5O4)sc3c2s1 (centres undefined)
    -2%	2%	12%	-11%	0%	2%	1	-8%	0%&0%	-0.2%
- CCOC(=O)c1cccc(NC(=O)CN(C)S(=O)(=O)c2cnc[nH]2)c1
    -23%	-3%	-8%	0%	nt	0%	-1	3%	1%	-0.1%
- CCc1noc(C)c1C(=O)Nc1cc(Cl)ccc1N1CCOCC1
    0%	-5%	-8%	?	3%	-1%	13	nt	-5%	-0.5%
- O=c1c2ccccc2c(-c2ccccc2)nn1-c1cc(Cl)cc(Cl)c1
    1%	-1%	3%	?	-1%	-47%	8	-3%	-15%	-0.1%
- NC(=O)CC(NC(=O)c1ccccc1)c1ccc(NC2CCCCCCC2)c([N+](=O)[O-])c1 (centres undefined)
    4%	-7%	-32%	-17%	0%	1%	0	7%	-55%	-0.5%
- O=C(c1cccc(N2C(=O)C3CC=CCC3C2=O)c1)N1CCCCCC1 (centres undefined)
    1%	-6%	20%[7.66 µM]	-4%	-1%	4%	-1	2%	3%	0.2%
- CCC(Oc1ccc(C)c(C)c1)C(=O)O (centres undefined)
    13%	-7%	12%	3%	4%	-1%	0	11%	17%	0.1%
- COc1ccc(S(=O)(=O)N(CC(=O)N2CCOCC2)Cc2ccccc2)cc1
    1%	-8%	10%	3%	0%	-3%[46.1 µM]	3	1%	4%	-0.1%
- Cc1ccc2nc(-c3ccccc3)cc(C(=O)N(C)CC(=O)Nc3ccccc3Br)c2c1
    1%	-4%	-39%	?	3%	-4%	?	nt	-47%	0.4%
- NC(Cc1c[nH]c2ccc(OCc3ccccc3)cc12)C(=O)O (centres undefined)
    5%	6%	18%	16%	6%	-11%	-1	-15%	-31%	3.2%
- COc1ccc(C2C(C(=O)N3CCOCC3)CCC(=O)N2c2ccc(OC)cc2)cc1 (centres undefined)
    -3%	-4%	-11%	-9%	17%	1%	-3	-9%	9%	-0.3%
- O=C(NCc1ccc(Cl)cc1)c1cc([N+](=O)[O-])ccc1Cl
    -3%	-17%	39%	-11%	7%	-2%	-1	-1%	15%	0.2%
- COC(=O)C1=C(C)N(Cc2ccccc2)C(=NCc2ccccc2)N[C@H]1c1ccccc1
    11%	5%	-4%	12%	0%&-5%	-5%	11	?	-31%	-0.8%&-0.3%
- CCCCCN(C(=O)CCC(=O)OCc1ccc(Cl)cc1Cl)c1c(N)n(CCCC)c(=O)[nH]c1=O
    -4%	0%	-30%	-17%	2%	-3%	-3	nt	-39%	-0.7%
- Cc1ccc(CN(C(=O)c2csnn2)C(C(=O)NC2CCCC2)c2ccco2)cc1 (centres undefined)
    -3%	-7%	?	2%	-3%	-1%	21	19%	-5%	-0.1%
- Nc1c(C(=O)Nc2ccc(Cl)cc2)oc2ccccc12
    ?	-3%	-9%	?	13%	0%	nt	11%	2.5µM*	-0.6%
- COc1ccc(S(=O)(=O)Nc2c(F)cccc2F)cc1
    -4%	-2%	7%	0%	4%	20%	-1	0%	0%	-0.2%
- CCO[C@@H]1OC(C(=O)N2CCCCCCC2)=C[C@H](c2ccc(C(F)(F)F)cc2)[C@H]1CCCO
    1%	-3%	24%	2%	-10%	3%	?	-13%	-11%	-0.4%
- COCCC(=O)N1CCC(Oc2ccc(C(=O)NCc3nccn3C)cc2)CC1
    20%	-1%	0%	1%	5%	0%	1	0%	-8%	-0.9%
- COC(=O)c1sc(NC(=O)COc2ccc(OC)cc2)nc1C
    nt	0%	10%	nt	nt	-1%	nt	nt	-3%	nt
- Cc1cccc(-n2c(=O)[nH]c3c(C(N)=O)nc(CC(C)C)nc32)c1
    -2%	-13%	0%	1%	0%	2%	-2	2%	-19%	0.5%
- O=C(CSc1nnc2scc(-c3ccccc3)n12)c1ccc2c(c1)OCCO2
    4%	1%	-14%	?	0%	-5%	2	-9%	5%	0.6%
- CC(C)CC(=O)c1c[nH]c(C(=O)NCc2ccccc2)c1
    5%	-7%	0%	?	-1%	-5%	13	-4%	-10%	0.0%
- N#Cc1cc([N+](=O)[O-])ccc1NCC1CCCO1 (centres undefined)
    2%	-1%	5%	-4%	3%	6%	1	3%	-7%	0.0%
- CCCC(=O)Nc1cccc(NC(=O)c2ccccc2Br)c1
    ?	-10%	-16%	10%	6%	-2%	0	6%	3%	0.1%
- Cc1cccc(NC(=O)CN(C2=NC3CS(=O)(=O)CC3S2)c2ccccc2F)c1 (centres undefined)
    nt	-8%	18%	-2%	5%	-1%	2	nt	-22%	-1.1%
- CCc1ccc(-c2csc(NC(=O)COC(=O)CCc3nc4ccccc4s3)n2)cc1
    ?	nt	nt	?	6%	5%[46.1 µM]	0	-6%	nt	0.4%

Screens: PubChem BioAssay, National Center for Advancing Translational Sciences (NCATS)
